Screening data (PubChem)
hcGAS inh – human cGAS inhibition; AID 1259398; actives 0.081% (n = 290,000); inhibition, % at 12.5 µM; recombinant h-cGAS, ATP depletion, Kinase-Glo luminescence;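 also: 0% = vehicle reaction and 100% = reaction without DNA for no activity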
Target sequence (Q8N884 whole entry, looked up): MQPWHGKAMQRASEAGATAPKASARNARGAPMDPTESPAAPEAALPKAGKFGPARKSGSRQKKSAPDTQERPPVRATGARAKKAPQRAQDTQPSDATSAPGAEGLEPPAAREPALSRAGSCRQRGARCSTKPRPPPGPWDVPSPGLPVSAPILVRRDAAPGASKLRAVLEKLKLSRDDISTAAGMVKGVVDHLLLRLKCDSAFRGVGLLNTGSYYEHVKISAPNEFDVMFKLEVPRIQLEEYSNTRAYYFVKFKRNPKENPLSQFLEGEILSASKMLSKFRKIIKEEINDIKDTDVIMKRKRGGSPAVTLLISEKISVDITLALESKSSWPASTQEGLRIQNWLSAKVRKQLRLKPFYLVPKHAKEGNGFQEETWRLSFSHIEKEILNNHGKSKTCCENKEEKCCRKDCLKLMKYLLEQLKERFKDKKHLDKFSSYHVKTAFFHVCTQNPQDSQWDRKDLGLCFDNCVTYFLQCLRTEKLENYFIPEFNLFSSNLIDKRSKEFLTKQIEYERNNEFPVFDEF
NPYLR7 agonist – activates Aedes aegypti NPYLR7 receptor | HEK293T NPYLR7/Galpha15, GCaMP6s calcium fluorescence | activation, % at 10 µM | actives 0.15% (n = 270,000); in the data active = activation above about 40%;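 also: 0% = vehicle and 100% = reference agonist at the receptor; some compounds past the cut are filed as inactive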
mcGAS lum – inhibitors of mouse cGAS. recombinant cGAS, Kinase-Glo ATP depletion luminescence. inhibition, % at 12.5 µM. actives 0.15% (n = 160,000). AID 1259399;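 also: 0% = negative control wells and 100% = reference inhibitor with no enzyme activity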
Numbers without * were called inactive; . = not tested or not shown; & = joins results of further samples. Rule as the data show it, unless noted: active = inhibition above about 40%; inactive = the rest.

canonical_smiles,hcGAS inh,NPYLR7 agonist,mcGAS lum
Cc1ccc(-n2nc(C)c3c(-c4ccc(O)c(O)c4)c(C#N)c(N)nc32)cc1,-5,5,.
O=C(Cn1cc(C(F)(F)F)cc(Cl)c1=O)c1ccc(Cl)s1,-7,5,.
O=C(COc1ccc(Cl)cc1)N1CCSC1c1ccc(F)cc1 (stereo not given),-4,-4,-4
O=C(O)c1c[nH]c2cc(F)ccc12,-3,10,.
CC(C)n1c(/C=C/[C@@H](O)C[C@@H](O)CC(=O)O)c(-c2ccc(F)cc2)c2ccccc21,-8&-8,-2&-5,-8
O=C(NNC(=O)c1ccc(=O)n(Cc2ccccc2)c1)c1ccccc1,-9,-11,-8
COCCc1noc(CN(C)C[C@]2(O)CCCN3CCCC[C@@H]32)n1,-8,-1,.
COc1ccc(OC)c(-c2nc(CN(C)Cc3noc(C)n3)c(C)o2)c1,-7,5,-15
O=C(CN1C(=O)NC2(CCOc3ccccc32)C1=O)NCC(=O)Nc1ccc(F)cc1 (stereo not given),-6,2,-7
CCCCc1ccc(NC(=O)CSc2nc(=O)n(CCN(C)C)c3c2CCC3)cc1,-3,-4,-8

Random excerpt: 7 entries already listed
canonical_smiles,hcGAS inh,NPYLR7 agonist,mcGAS lum
COCCc1noc(CN(C)C[C@]2(O)CCCN3CCCC[C@@H]32)n1,-8,-1,.
CCCCc1ccc(NC(=O)CSc2nc(=O)n(CCN(C)C)c3c2CCC3)cc1,-3,-4,-8
O=C(COc1ccc(Cl)cc1)N1CCSC1c1ccc(F)cc1 (stereo not given),-4,-4,-4
COc1ccc(OC)c(-c2nc(CN(C)Cc3noc(C)n3)c(C)o2)c1,-7,5,-15
O=C(CN1C(=O)NC2(CCOc3ccccc32)C1=O)NCC(=O)Nc1ccc(F)cc1 (stereo not given),-6,2,-7
CC(C)n1c(/C=C/[C@@H](O)C[C@@H](O)CC(=O)O)c(-c2ccc(F)cc2)c2ccccc21,-8&-8,-2&-5,-8
O=C(Cn1cc(C(F)(F)F)cc(Cl)c1=O)c1ccc(Cl)s1,-7,5,.

The results go on.
canonical_smiles,hcGAS inh,NPYLR7 agonist,mcGAS lum
C=CCn1c2nc3ccccc3nc2c2cccc(C)c21,6,-7,-4
c1ccc(-c2cc(NCc3ccc4c(c3)OCO4)n3ncnc3n2)cc1,2,.,-4
CC(C)CC(C(=O)N1CCOCC1)N1C(=O)CSC1c1cccc(F)c1 (stereo not given),-8,8,-6
O=C(O)c1cc(-c2ccccc2F)cc(S(=O)(=O)NCC2CCCO2)c1 (stereo not given),-3,4,.
CCC(=O)Nc1c(-c2cc(=O)oc3cc(C)c(Cl)cc23)oc2ccccc12,5,-4,0
S=c1[nH]c2ccc(Cl)cc2o1,34,4,.
CC(=O)N1CCN(C(=O)c2coc(CN(Cc3ccc(F)cc3)Cc3ccc(C)cc3C)n2)CC1,-1,16,-4
COCc1cccc(-c2ncc(OCCN3CCCC3=O)nc2NC(=O)c2cc3ccccc3s2)c1,-4,0,-3
CCOC(=O)C(=O)N(Cc1ccccc1)[C@@H]1C[C@@H]2COCC[C@]2(c2ccccc2)C1,-1,13,-9
CCOC(=O)C(c1ccc(OC)c(OC)c1)C1C=CC(NC(=O)c2ccccc2OC(F)(F)F)C1 (stereo not given),-5,1,-7

(more compounds)
canonical_smiles,hcGAS inh,NPYLR7 agonist,mcGAS lum
O=C(NCc1ccncc1)C1(c2cccc(C(F)(F)F)c2)CC1,-2,3,.
CCOC(=O)COn1c(=O)c(-c2ccc(F)cc2)[n+]([O-])c2ccccc21,-2,2,-3
N#Cc1ccc(CSc2nnc(C3CCCCC3)n2-c2ccccc2)cc1,-2,.,-3
CN(C)c1ccc(C=C2SC(=S)NC2=O)s1,-8,16,-6
c1ccc(-c2nnc(CSc3nnc(-c4ccccc4)o3)o2)cc1,-10,-2,.
Cc1ccc2nc(NC(=O)CSc3nc(=O)n(CCN4CCOCC4)c4c3CCC4)sc2c1,1,3,-3
CC1(C(=O)Nc2cnc3ccccc3c2)CCN1C1Cc2ccccc2C1 (stereo not given),-12,4,.
O=C(NCC1CCS(=O)(=O)C1)N1CC=C(c2ccccc2)CC1 (stereo not given),-17,3,.
CCCCSc1nnc(CSc2ncccn2)n1CCc1ccccc1,-1,3,-4
COc1ccc(CCN2C3CCC2CC(NC(=O)c2c(F)c(F)c(F)c(F)c2F)C3)cc1OC (stereo not given),-6,2,-4

Remaining list, next part
canonical_smiles,hcGAS inh,NPYLR7 agonist,mcGAS lum
CCOC(=O)C1CCCN(Cc2c(C(=O)N3CCCCCCC3)nc3sccn23)C1 (stereo not given),-7,21,.
Cc1cccc(Nc2nc(OCC#N)nc(N(C)C)n2)c1,-4,4,.
Cc1cnc(NCC2CCN(C(=O)C(C)C)CC2)nc1N(C)C,-13,.,-6
Cc1nc(-c2ccccc2)nc(N2CCN(C(=O)c3cccc(Br)c3)CC2)c1Cc1ccc([N+](=O)[O-])cc1,4,.,1
Cc1cccc(OC2CCN(C(=O)c3cn(Cc4c(F)cccc4F)nn3)CC2)c1,-5,8,-11
CC(=O)Nc1ccc(CNCC2(N3CCCCC3)Cc3ccccc3C2)cc1,-4,3,-8
Cc1cc(C)c2c(n1)nn1c(NCCc3ccccc3)cc(C)nc21,-6,-1,-9
c1cncc(OCCCn2cnnc2)c1,7,2,.
CCNc1nc(N2CCC(N3CCCCC3)CC2)nc2c1cnn2C,-12,.,-7
Cc1cnc(C(=O)N2CCC(CCC(=O)Nc3ccc4c(c3)OCCO4)CC2)cn1,-8,17,-13

Complete entries, looked up by structure.
Cc1cnc(NCC2CCN(C(=O)C(C)C)CC2)nc1N(C)C is listed with hcGAS inh: -13; NPYLR7 agonist: .; mcGAS lum: -6
Cc1cnc(C(=O)N2CCC(CCC(=O)Nc3ccc4c(c3)OCCO4)CC2)cn1 is listed with hcGAS inh: -8; NPYLR7 agonist: 17; mcGAS lum: -13

Other records follow.
canonical_smiles,hcGAS inh,NPYLR7 agonist,mcGAS lum
COC(=O)NCCCCNC(=O)OC,4,5,.
CC(C)CCN=C1NN=C(C23CC4CC(CC(C4)C2)C3)CS1,-2,-1,.
C[C@H](C(=O)NCCCO)N1Cc2ccc(N3CCOCC3)nc2C1=O,-6,11,.
Cc1ccc(S(=O)(=O)N(C)C2CCC(C)CC2)c(Cl)c1 (stereo not given),-7,4,.
COCCN(CC(=O)N1CC(=O)N(c2ccc(F)cc2)C1)C(=O)Nc1c(C(C)C)cccc1C(C)C,-2,4,-7
CCCN1CCC(Cc2noc(C3(C)CC(C)=NO3)n2)CC1 (stereo not given),3,-11,.
CC1=NC2=C(C(=O)CCC2)C(c2cccc(Cl)c2)C1C(=O)OCCOc1ccccc1 (stereo not given),-3,-4,-6
O=C(NCCCS(=O)(=O)N1CCN(c2ccccc2)CC1)c1ccc[nH]c1=O,-1,-2,-4
Cc1ccc(C(=O)NCCn2c(C)cc3ccccc32)cc1C,-8,-2,.
CC(C(=O)Nc1ccc(C23CC4CC(CC(C4)C2)C3)cc1)n1cncn1 (stereo not given),-11,10,.

The listing continues:
canonical_smiles,hcGAS inh,NPYLR7 agonist,mcGAS lum
CCOC(=O)N1CCN(C2CCCN(C(=O)c3sccc3Cl)C2)CC1 (stereo not given),2,3,.
COc1ccc(Cc2nnc3n2N(C(C)=O)C(c2ccc(F)cc2)=C(C(C)=O)S3)cc1,-11,4,.
Cc1ccccc1CCC1CCCN(C(=O)CCn2ccc(=O)[nH]c2=O)C1 (stereo not given),-1,-3,.
CC(=O)c1ccc(C(=O)N2CCCC(CCC(=O)NCc3ccccc3Cl)C2)cc1 (stereo not given),-1,0,.
CC(C)Cn1cncc1CN1CCOC(Cc2cccc(C(F)(F)F)c2)C1 (stereo not given),-10,5,-14
Cc1ccc(-n2c(C)c(C)n3c4c(=O)n(CCN5CCOCC5)c(=O)n(C)c4nc23)c(C)c1,-2,0,.
CCC1(CNCc2ccc(COC)cc2)COC1,-18,-2,.
O=C(CCc1cn(S(=O)(=O)c2cccs2)c2ccccc12)NCC(=O)Nc1ccc(NC(=O)c2ccccc2)cc1,-2,-4,1
Cc1ccc(NC(C)(C(=O)N2CCC(N)CC2)c2ccccc2)cc1 (stereo not given),-7,16,-11
COCCN(Cc1ccc2c(C)cc(=O)oc2c1)Cc1ccccc1F,-6,1,.

Carrying on:
canonical_smiles,hcGAS inh,NPYLR7 agonist,mcGAS lum
CC(=O)C(=C(O)C(F)(F)F)C12CC3CC(CC(C3)C1)C2,-7,.,-5
COc1cccc(C(=O)NCc2nnc(SCC(=O)N3CCc4ccccc43)n2-c2cccc(C(F)(F)F)c2)c1,-8,15,-4
CC(C)n1cc(CN2CCCC(C(=O)c3ccc(-c4ccccc4)cc3)C2)cn1 (stereo not given),1,10,-12
Cc1ccc(N2CCN(S(=O)(=O)c3ccccc3)C(C)C2=O)cc1Cl (stereo not given),1,0,-3
O=C(C=Cc1ccco1)NC12CC3CC(CC(C3)C1)C2,-9,5,-9
CCCCCC(C)n1[nH]c(=O)c2c(C)cc(C)nc21 (stereo not given),-9,-2,.
S=c1oc(-c2sc3ccccc3c2Cl)nn1CN1CCOCC1,43*,2,24
C=CCn1c(SC(F)F)nc2scc(-c3ccco3)c2c1=O,-7,3,.
COC(=O)CNC(c1ccccc1)c1cc(C)ccc1NC(=O)c1cc(OC)c(OC)c(OC)c1 (stereo not given),-5,-4,-8
CCc1ccc2nc(N(Cc3ccccn3)C(=O)C3=COCCO3)sc2c1,-8,-3,-5

Next section
canonical_smiles,hcGAS inh,NPYLR7 agonist,mcGAS lum
CCOC(=O)CNC(=O)N(CCCOC)CC(=O)N(CCc1ccc(OC)c(OC)c1)Cc1sccc1C,-11,19,-5
CC(C)CCCC1CN(C(=O)c2cccc(-n3cnnc3)n2)CCO1 (stereo not given),-13,4,-16
CCc1nnc(NC(=O)Nc2cc(F)cc(OC)c2)s1,-6,0,.
C=CC(=O)NCc1ccc(-c2ncc(-c3cc(OC)ccc3OC)[nH]2)cc1,1,1,-3
CCC(C(=O)OC)n1cnc2c(nnn2-c2cccc(F)c2)c1=O (stereo not given),-8,-4,-9
O=C(CN1Cc2ccccc2OC(c2ccccc2F)C1)N1CCCCC1c1ccccn1 (stereo not given),-9,22,-13
CCOc1ccc(Cc2nccc3cc(OCC)c(OCC)cc23)cc1OCC,2&2&-5,-14&-12&-1,-5
COc1cc2c(cc1OC)CN(C1CCCN(Cc3cnc(SC)nc3)C1)CC2 (stereo not given),-3,1,.
CNS(=O)(=O)c1ccc(NCc2ccccc2COc2ccccc2)c([N+](=O)[O-])c1,-3,6,-7
CC=CC=CC(=O)Nc1cc(OC)c(Cl)cc1OC,-4,3,.

Additional entries:
canonical_smiles,hcGAS inh,NPYLR7 agonist,mcGAS lum
CC(=O)Nc1ccc(S(=O)(=O)Oc2ccc(Cl)cc2CN(CC2CCCO2)C(=O)c2ccccc2Cl)cc1 (stereo not given),-10,20,-9
CCOC(=O)C1CCN(C(=O)CC(c2ccc(OC)c(OC)c2)c2cn(C)c3ccccc23)CC1 (stereo not given),-7,3,-9
Cc1cc(C)cc(CC(=O)N2CCC2(C)C(=O)NS(=O)(=O)c2ccccc2OC(F)(F)F)c1 (stereo not given),-5,1,.
CCc1cccc(C)c1NC(=O)CN1C(=O)c2cccc3cccc1c23,-5,8,-6
COc1ccc(C)cc1NC(=O)CSc1ncc(S(=O)(=O)c2ccc(C)c(Cl)c2)c(=O)[nH]1,-3,2,-6
O=C(c1cccs1)N1CCN(C(C(=O)N2CCc3ccccc3C2)C2CCCC2)CC1 (stereo not given),-4,-2,.
COc1cccc(C(=O)N(Cc2ccc(OC)c(OCc3nc(CO)cs3)c2)C2CC2)c1,-4,11,-5
Cc1nn(-c2ccc(Cl)c(Cl)c2)c(C)c1CC(=O)NCC1CSCCS1 (stereo not given),-6,1,.
O=C1CC(c2ccsc2)c2snc(-c3ccccc3)c2N1 (stereo not given),-2,-4,.
COc1cccc(CN(Cc2nc(C(=O)NCCN(C)C)co2)C(C)C(C)C)c1 (stereo not given),-2,16,-6

(next part)
canonical_smiles,hcGAS inh,NPYLR7 agonist,mcGAS lum
Cc1nn(-c2ccccc2)c(C)c1Sc1ccccc1,5,-12,4
Cc1ccc(-c2cn[nH]c2C2CCCN(C(=O)CCn3cccn3)C2)cc1 (stereo not given),-3,4,.
COc1ccc(-c2cc(C(=O)N3CCC(n4c(=O)[nH]c5ccccc54)CC3)nc3c(-c4ccccc4)c(C)nn23)cc1,-2,6,1
CCN(CC)c1ccc2cc(C(=O)Nc3c(F)cccc3F)c(=O)oc2c1,-7,4,-9
CCOC(=O)C1CCN(Cc2nc3sc(C(C)C)cc3c(=O)[nH]2)CC1,-3,-4,-4
Cc1cc(C)n2ncc(CN(Cc3nccn3C)C3CC3)c2n1,-7,8,.
Cc1cc2nc(C(=O)N3CC(c4ccncc4)C3)cc(C)n2n1,-4,4,-16
CCC(=O)N1N=C(c2ccccc2NS(C)(=O)=O)CC1c1ccco1 (stereo not given),-5,12,-4
Cc1ccccc1-c1nc(CN2CC[C@@H]3CCCC[C@H]3C2)c(C)o1,2,4,.
COCCOC(=O)C1=C(C)N(C)C(=S)NC1c1cccc(NC(=O)COCc2ccccc2)c1 (stereo not given),-11,.,-7

The list goes on:
canonical_smiles,hcGAS inh,NPYLR7 agonist,mcGAS lum
C=CCNC(=O)CSc1c(CCCC)cnc2c1c(=O)n(C)c(=O)n2C,-7,6,-7
CSc1nnc(SCc2ccc(C(=O)N3C4CCC3CC(Oc3ccccc3C(C)C)C4)cc2)s1 (stereo not given),-17,16,-8
Cc1cc2c(cc1N)NC1(O)c3ccccc3C(=O)C1(O)N2 (stereo not given),-12,-1,-10
O=C1OCCC1N1CCCC(CN2CCCCCC2)C1 (stereo not given),-5,11,.
CCCCSCCC(=O)NC1(C#N)CCN(C)CC1,-7,3,.
COC(=O)C1=C(C)NC(=O)C1(Nc1nccs1)C(F)(F)F (stereo not given),-2,2,-3
CNc1cccc(-c2cc(OC)ccc2OC)n1,-14,1,.
CS(=O)(=O)Nc1ccc(-n2cnc(-c3ccccc3)c2)cn1,-1,4,-19
